Tb PYK inh = qHTS of Trypanosoma Brucei Inhibitors; hit rate 0.12% among 410,000; pyruvate kinase (Trypanosoma brucei), Q57TT1; TbPYK enzyme, Kinase-Glo Plus ATP luminescence, 45 min; Potency, µM (titrated, usually from 76.8 µM), without a hit: at the highest dose activity, negative = inhibition, actives largely listed as inhibitors; further: nearly all actives have a fitted effect of over 50% in size
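In this concentration-response screen, enzyme-free wells defined baseline while DMSO plates tracked drift. Each reaction combined TbPYK, substrate, compound and 130 uM ADP for 45 min at room temperature. Kinase-Glo Plus luminescence gave the signal.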
HCV inh = qHTS Assay for Inhibitors of Hepatitis C Virus (HCV); hit rate 3.4% among 340,000; Potency, µM (top dose mostly 41.8 µM), without a hit: at the top dose activity change, negative = inhibition, hits mostly inhibitors; Huh7.5.1 HCVcc-Cre infection, luciferase reporter, 44 h
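Whole-lifecycle infectious HCVcc-Cre system; cells 1,000/well, compound then virus (~0.5 moi) added 4 h after plating, 44 h culture. Luciferase read 15 sec following 15 min substrate incubation, room temp.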
* hit, by the source's call; ? = inconclusive; & = joins results of further samples; [ ] = dose if it differs, or a comment. The call rests on the fitted dose curve; in most records, active means well fitted curve in the direction sought with a large enough effect; inconclusive means small, poorly fitted or top-dose-only effect, or another doubt; inactive means no such curve, though single readings can be large; an effect the other way counts as inactive or inconclusive. On the % scale 0 is the no-effect control and ±100 the full control effect; potency means the concentration at half of the fitted maximal effect. The list is partial (hit frequency here may not be typical).

SMILES	Tb PYK inh	HCV inh
COc1ccccc1NC(=O)c1ccc(NC(=O)COC(=O)c2cccnc2Cl)cc1	-5%	1%
Cc1nn(C)c(C)c1NC(=O)CSc1nc(-c2ccccc2F)nc2c1cnn2-c1ccccc1	4%	5%
CCC(CO)Oc1cc(NCc2ccc(O)cc2)c2ncn(C(C)C)c2c1 (stereo unspecified)	0%	-9%
CC(NC(=O)Cc1ccc(S(=O)(=O)N2CCOCC2)s1)c1ccc(Cl)cc1Cl (stereo unspecified)	4%	-3%
C/C=C/c1ccc(OCC(=O)NNC(=O)CN(C)S(=O)(=O)c2ccc(C)cc2)c(OC)c1	0%	?
O=C(COC(=O)CCC(=O)N1CCOCC1)Nc1ccc(Br)cc1Br	2%	24%
COc1c(Cl)cc(Cl)cc1C(=O)Nc1ccccc1N1CCN(C(C)=O)CC1	0%	-9%
C#Cc1ccc([C@H]2C=C(C(=O)OCC=C)O[C@@H](OCc3ccc(CO)cc3)C2)cc1	-4%	22%
Cc1ccc(S(=O)(=O)N2C[C@@H]3[C@H]4CC[C@H](C4)[C@@H]3[C@@H](C)[C@H]2c2ccco2)cc1	-5%	?
CSc1nc(O)c(Nc2ccccc2)c(=O)[nH]1	-12%	14%
O=C(CN1C(=O)NC2(CCCC2)C1=O)NCc1ccco1	-10%	0%
Cc1ccc(OCC(=O)O)c(O)c1	0%	36%[activator]
COc1cc(CC(=O)N(CC(C)C)C2CCS(=O)(=O)C2)cc(OC)c1OC (stereo unspecified)	-7%	14%
Nc1nnnn1-c1cccc([N+](=O)[O-])c1	0%	18%
CCOc1ccccc1N1CC(C(=O)N(CC)C2CCS(=O)(=O)C2)CC1=O (stereo unspecified)	-16%	2%
CSc1nc(Cl)c(Br)c(Nc2c[nH]c(=O)[nH]c2=O)n1	4%	6%
NC(CS(=O)O)C(=O)O (stereo unspecified)	-14%	14%
Cc1ccc2c(c1)[C@@H]1[C@H](CO2)[C@H](c2ccccc2)[C@]2(C)C(=O)N[C@H](C)C(=O)N12	-5%	16%
CCc1ccc([C@@H]2CC=C(C(=O)O)[C@H](c3ccc(C)cc3)N2S(=O)(=O)c2ccc(C)cc2)cc1	5%	1%
COc1ccc(-c2c(-c3ccccc3)n(C)c3ccccc23)cc1	-10%	-4%
O=C(CN1C(=O)c2ccccc2S1(=O)=O)Nc1cccc(S(=O)(=O)N2CCCCC2)c1	-4%	-8%
COc1ccc(C(=O)OCC(=O)Nc2cccc(S(=O)(=O)NC3=NCCCCC3)c2)cc1[N+](=O)[O-]	0%	-8%
CC(=O)c1sc2c(c1OC(=O)c1ccccc1)c(=O)n(-c1ccccc1)c(=S)n2-c1ccccc1	-4%	13%
CC[C@H]1CN(C)CCc2c([nH]c3ccccc23)C(=O)C[C@@H]1/C(=C\OC)C(=O)OC	2%	9%
COc1ccc(S(=O)(=O)N(C)C[C@H]2Oc3c(NS(=O)(=O)c4cn(C)cn4)cccc3C(=O)N([C@H](C)CO)C[C@@H]2C)cc1	2%	12%
CCCC(=O)N1CCN(c2ccc(NC(=O)c3ccc(N4CCCC4)c([N+](=O)[O-])c3)cc2Cl)CC1	2%	?
CC(C)[C@H](NC(=O)c1cccc(S(=O)(=O)N2CCOCC2)c1)C(=O)NCc1ccc(F)cc1	-6%	-9%
O=C(Nc1ccccc1N1CCCCC1)c1ccc(-c2cc(Cl)ccc2Cl)o1	3%	7%
CN(C)C(=O)CCc1ccc2c3c([nH]c2c1)[C@]1(CCC2CCCC2)[C@@H](C(=O)N2CCOCC2)C[C@H](CC(=O)NCCCn2ccnc2)C(=O)N1CC3	4%	0%
CC[C@@]1(C(=O)OC)N[C@H](CN(C)C(=O)Nc2ccc(Cl)cc2)[C@@H]2C(=O)N(C)C(=O)[C@@H]21	-1%	0%
c1cc(-c2cc3cc(N4CCOCC4)ccc3o2)cs1	-5%	-10%
COc1cc2cncc(Cc3ccccc3)c2cc1O	-1%	23%
COC(=O)C1=C(C)NC(C)=C(C(=O)O[C@@H]2CCCN(Cc3ccccc3)C2)[C@@H]1c1cccc([N+](=O)[O-])c1	-1%&-1%	?
C[C@]12c3[nH]c4ccc(Cl)cc4c3CCN1C(=O)[C@@H](CC(=O)NCc1cccc(C(F)(F)F)c1)C[C@@H]2C(=O)N1CCCCC1	5%	25µM*
CCOc1cc(NCc2ccccc2)c2ncn(C(C)C)c2c1	-6%	2.5µM*
Cc1ccc(CNC(=O)CNC(=O)c2ccc(C(C)(C)C)cc2)n1C	-19%	1%
Nc1nc(-c2ccccc2)nc(-c2ccccc2O)n1	-7%	?
COc1ccc(S(=O)(=O)N2Cc3cnnn3-c3ccccc3C2C#N)cc1 (stereo unspecified)	-6%	5%[8.37 µM]
COc1ccccc1N1CC(C(=O)Nc2ccc(S(=O)(=O)N3CCCC3)cc2)CC1=O (stereo unspecified)	-10%	-1%
Oc1ccc2ccccc2c1CNc1ccc2ccccc2c1	3%	?
O=Nc1c2cc3ccccc3[nH]c-2c2ccccc12	-7%	?
CCCc1cc(=O)[nH]c(SCC(=O)NC2CC2)n1	0%	22%
CCCCOc1ccc(SCCCN2CCOCC2)cc1	-4%	?
CSc1ccc(S(=O)(=O)NCC(=O)OCC(=O)N(C)CC(=O)Nc2ccc(F)cc2)cc1[N+](=O)[O-]	0%	12%
Oc1c(CN2CCOCC2)cc(CN2CCOCC2)c(O)c1O	-36%	11%

Individual results from the list.
Tb PYK inh with c1cc(-c2cc3cc(N4CCOCC4)ccc3o2)cs1 stands at -5%
Tb PYK inh with COc1ccccc1NC(=O)c1ccc(NC(=O)COC(=O)c2cccnc2Cl)cc1 stands at -5%

The list goes on.
SMILES	Tb PYK inh	HCV inh
Cn1c2ccccc2c(=O)c2c(=O)n(-c3ccc(F)cc3)c(C3CCCCC3)nc21	10%	0%
Cn1c(N)c(C(=O)COC(=O)/C=C/c2ccc(Cl)c(Cl)c2)c(=O)n(C)c1=O	-3%	-11%
CC(C)C[C@@H](CNCC(=O)[C@H](C)NC(=O)c1[nH]cnc1C(=O)N[C@@H](C)CN)NC(=O)c1nc[nH]c1C(=O)N[C@@H](C)C(=O)O	4%	9%
CCOCCCn1c(SCC(=O)Nc2oc(C)c3c(C)n[nH]c(=O)c23)nc2ccccc2c1=O	-7%	8%
O=c1[nH]cnc2c1ncn2-c1ccc(Cl)cc1	5%	10%
CC(C)NC(=O)N(C)C[C@H]1Oc2c(NC(=O)Cc3ccccc3)cccc2C(=O)N([C@H](C)CO)C[C@@H]1C	-2%	10%
CSc1nnc(Cn2c(=O)sc3ccccc32)n1-c1ccccc1C	-23%	10%
C=CC[C@@H](CC(=O)NCCO)C(=O)N[C@H](C)COC(=O)[C@@H](CC=C)Cc1ccc(F)cc1	3%	7%
CC(=O)Nc1cccc2cc(O)ccc12	-3%	22%
Cc1ccc(S(=O)(=O)N2CCN(CC(=O)N3CCCC3)CC2)c(C)c1	0%	-14%
COc1ccc(C(=O)NCC(C)(C)N2CCOCC2)cc1S(=O)(=O)NCc1ccc(Cl)cc1	1%	?
O=C(NCc1ccccc1Cl)[C@@H]1CCCN1S(=O)(=O)c1ccc(Cl)cc1	-1%	1%
Cc1ccc2nc(CSc3nnc(-c4ccco4)n3-c3ccccc3)cc(=O)n2c1	-3%	-1%
NCC1CCN(c2nc3ccccc3c3c2CCCC3)CC1	-1%	?
CS(=O)(=O)Cc1ccc(C(=O)NNC(=O)c2cc(-c3ccccc3)n[nH]2)cc1	-6%	30%
COc1cccc(CC(NC(C)=O)C(=O)NC2CCN(c3c4c(nc5ncnn35)CCC4)CC2)c1 (stereo unspecified)	-6%	6%
CC(C)CC(=O)N1CC=CC[C@@H](c2ccc(Cl)cc2)N(Cc2ccc(Cl)cc2)C(=O)[C@@H]1Cc1ccccc1	-9%	-9%[8.37 µM]
O=C(Cc1ccccc1)c1ccccn1	-1%	23%
O=C1CCCN1CCc1cccc2ccccc12	2%	2%
CC[C@]12c3[nH]c4cc(-c5ccco5)ccc4c3CCN1C(=O)[C@@H](CC(=O)NCCCn1ccnc1)C[C@@H]2C(=O)N1CCN(C(=O)c2ccco2)CC1	-4%	12%
COc1ccc(CNC(=O)CN2CCN(S(=O)(=O)c3c(C)c(C)cc(C)c3C)CC2)cc1OC	0%	?
O=C1NCCC12C(=O)Nc1ccccc12 (stereo unspecified)	0%	7%
COc1ccc(S(=O)(=O)Nc2ccccc2OC)cc1N=Nc1c(O)[nH]c(=S)[nH]c1=O	-21%	-4%
Nc1nc(-c2ccccc2)ns1	-5%	16%
COc1ccc(-n2c3c(cc(C(=O)Nc4ccc(C)cc4)c2=O)C(=O)CCC3)cc1	-11%	15%
O=C(CSC(=O)c1ccccc1)Nc1ccccc1F	-24%	-4%
O=C1ON(Cc2ccccc2)C(c2ccccc2)N1c1ccccc1 (stereo unspecified)	0%	2%
c1ccc2c(c1)-c1cccc3cncc-2c13	3%	?
COc1ccc(C(CNC(=O)c2cccc(NS(=O)(=O)c3ccccc3)c2)N2CCCC2)cc1 (stereo unspecified)	0%	-22%
O=C1NC(=S)NC1Cc1ccc(O)cc1 (stereo unspecified)	-9%	21%

Rewritten field by field: entries from further up.
CC[C@]12c3[nH]c4cc(-c5ccco5)ccc4c3CCN1C(=O)[C@@H](CC(=O)NCCCn1ccnc1)C[C@@H]2C(=O)N1CCN(C(=O)c2ccco2)CC1
- Tb PYK inh = -4%
- HCV inh = 12%

COc1ccc(CNC(=O)CN2CCN(S(=O)(=O)c3c(C)c(C)cc(C)c3C)CC2)cc1OC
- Tb PYK inh = 0%
- HCV inh = ?

O=C1NCCC12C(=O)Nc1ccccc12 (stereo unspecified)
- Tb PYK inh = 0%
- HCV inh = 7%

COc1ccc(S(=O)(=O)Nc2ccccc2OC)cc1N=Nc1c(O)[nH]c(=S)[nH]c1=O
- Tb PYK inh = -21%
- HCV inh = -4%

The results go on:
SMILES	Tb PYK inh	HCV inh
O=C(Cc1cccc(NC(=O)C2CCN(C(=O)C3CCCCC3)CC2)c1)Nc1cccc(C(=O)N2CCCCC2)c1	1%	37%[activator][8.37 µM]
Cc1ccc(CNC(=O)Cn2cnc3c(NCc4ccccc4)ncnc32)o1	-3%	-2%
O=C(C=Cc1ccccc1)N1CCCCC1	0%	10%
CN(C)S(=O)(=O)c1ccc(C(=O)Nc2ccc3nc(N4CCOCC4)sc3c2)cc1	-9%	5%
COc1cc(NC(=O)Cn2cnc3c(SC)nc(N)nc32)cc(OC)c1OC	0%	2%
COc1ccc(CNC(=O)Cn2cnc3c(NCc4ccccc4)ncnc32)cc1	0%	-11%
O=C(O)C[C@H]1c2cc(F)ccc2S(=O)(=O)N1C1CCCC1	-3%	0%
O=c1ccn([C@@H]2O[C@H](CNS(=O)(=O)C3CC3)[C@@H](O)[C@H]2O)c(=O)[nH]1	5%	13%
Cc1noc(C)c1NC(=O)N(C)C[C@H]1Oc2c(NS(=O)(=O)c3cccs3)cccc2C(=O)N([C@H](C)CO)C[C@@H]1C	1%	11%
Cc1ccc(NC2=C(Cl)C(=O)OC2OC(=O)c2ccco2)c(C)c1 (stereo unspecified)	0%	-17%
C[C@H](CO)N1C[C@H](C)[C@@H](CN(C)S(=O)(=O)c2ccc(F)cc2)Oc2ccc(NC(=O)Nc3ccc4c(c3)OCO4)cc2C1=O	-2%	?
C=CCC[C@@H](Cc1ccc(F)cc1)C(=O)OC[C@@H](NC(=O)[C@@H](CC=C)CC(=O)N(CCO)Cc1ccccc1)c1ccccc1	-5%	?
COC(=O)c1c(C)[nH]c(C(=O)OCc2csc(CC(=O)Nc3ccccc3C)n2)c1C	-2%	?
COc1cc2c(cc1OC)CN(C1CCC(C(C)(C)C)CC1)CC2 (stereo unspecified)	-14%	-72%
Cc1cccc(-c2nnc(-c3ccc4ccccc4c3)o2)c1	6%	7%

The closing 2 records of the part above are carried over, then new ones follow.
SMILES	Tb PYK inh	HCV inh
COc1cc2c(cc1OC)CN(C1CCC(C(C)(C)C)CC1)CC2 (stereo unspecified)	-14%	-72%
Cc1cccc(-c2nnc(-c3ccc4ccccc4c3)o2)c1	6%	7%
CC(=O)OC1CCC2C3CCC4OC(=O)CCC4C3CCC12C (stereo unspecified)	2%	4%
Cc1sc2ccccc2c1CNC[C@H]1O[C@@H](n2cnc3c(N)ncnc32)[C@H](O)[C@@H]1O	0%	0%
O=C(COC(=O)COc1ccccc1)Nc1ncc(Cl)cc1Cl	4%	33%[activator]
O=C(CSc1nccc2ccccc12)N1CCN(Cc2ccc3c(c2)OCO3)CC1	3%	?
O=C(CSc1n[nH]c(-c2ccc(Br)cc2)n1)NC1CCCC1	-1%	?
COC(=O)C1=C(c2ccccc2)C[C@@H]2CC[C@H]1N2C(=O)N1CCCCC1	2%	-9%
O=C(C[C@H]1C[C@H](C(=O)N2CCOCC2)[C@@]2(CCC3CCCC3)c3[nH]c4cc(-c5ccco5)ccc4c3CCN2C1=O)NCc1cccc(C(F)(F)F)c1	3%	?
O=C(C[C@H]1C/C=C\C[C@H](Cc2ccc(F)cc2)C(=O)O[C@@H](c2ccccc2)CNC1=O)N[C@H](CO)Cc1ccccc1	2%	-24%
CC1(C(=O)O)CC12c1ccccc1-c1ccccc12 (stereo unspecified)	-10%	42%[activator]
N#CCCN(C(=O)CSc1n[nH]c(=O)[nH]c1=O)c1ccccc1	1%	34%[activator]
COC(=O)[C@]1(C)N[C@H](CN(C)S(=O)(=O)c2ccc(C(F)(F)F)cc2)[C@@H]2C(=O)N(C)C(=O)[C@@H]21	6%	8%

High-throughput results (PubChem)
